Bioassay records (PubChem)
Rhodamine fluor: rhodamine region autofluorescence | Rhodamine-region fluorescence, 547/598 nm, Tris buffer; active compounds read high | max dye-equivalent concentration, M | actives 0.05% (n = 59,000) | AID 594; in the data active means max dye-equivalent concentration above about 11 nM; inconclusive means between about 1.1 nM and that limit
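Steps: pin-transfer compounds into pH 8.0 Tris (100 mM), hold 15 min at room temperature, image with a 547/598 nm filter pair, and convert intensities to rhodamine-equivalent concentration using a six-point on-plate rhodamine series.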
Epigenetic mod: derepresses silenced GFP locus in mouse C127i cells | mouse C127i GFP locus derepression, cytometry, 30 h | Potency, µM (titrated, usually from 46.1 µM), for the others: at the highest dose GFP derepression (activation) | actives 0.09% (n = 68,000) | AID 597; further: % of control where 0% means no effect
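Locus derepression in mouse mammary C127i cells whose integrated CMV-GFP reporter is normally silent; GFP expression after 30 h compound treatment was quantified by counting fluorescent cells.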
Hsp90 Hop PPI: changes Hsp90-Hop TPR2A binding signal, up or down. Potency, µM (titrated, usually from 57 µM), for inactives: at the top dose activity change, negative = inhibition. AID 595. actives 0.44% (n = 71,000). AlphaScreen TPR2A-His6 binding biotin-Hsp90 C-terminal peptide; active means well fitted curve in either direction with a large enough effect; inconclusive means small, poorly fitted or top-dose-only effect, or another doubt; further: potency means the concentration at half of the fitted maximal effect; on the % scale 0 is the no-effect control and ±100 the full control effect; many of its hits are not listed in these tables
15-hLO inh: 15-hLO (ALOX15) enzyme inhibition. P16050. purified 15hLO-1, xylenol orange hydroperoxide absorbance. Potency, µM (top dose mostly 57.1 µM), for the others: at the top dose activity change, negative = inhibition, hits mostly inhibitors. actives 1.4% (n = 74,000); further: potency means the concentration at half of the fitted maximal effect; on the % scale 0 is the no-effect control and ±100 the full control effect; nearly all actives have a fitted effect of over 55% in size
Target sequence (P16050 whole entry, looked up): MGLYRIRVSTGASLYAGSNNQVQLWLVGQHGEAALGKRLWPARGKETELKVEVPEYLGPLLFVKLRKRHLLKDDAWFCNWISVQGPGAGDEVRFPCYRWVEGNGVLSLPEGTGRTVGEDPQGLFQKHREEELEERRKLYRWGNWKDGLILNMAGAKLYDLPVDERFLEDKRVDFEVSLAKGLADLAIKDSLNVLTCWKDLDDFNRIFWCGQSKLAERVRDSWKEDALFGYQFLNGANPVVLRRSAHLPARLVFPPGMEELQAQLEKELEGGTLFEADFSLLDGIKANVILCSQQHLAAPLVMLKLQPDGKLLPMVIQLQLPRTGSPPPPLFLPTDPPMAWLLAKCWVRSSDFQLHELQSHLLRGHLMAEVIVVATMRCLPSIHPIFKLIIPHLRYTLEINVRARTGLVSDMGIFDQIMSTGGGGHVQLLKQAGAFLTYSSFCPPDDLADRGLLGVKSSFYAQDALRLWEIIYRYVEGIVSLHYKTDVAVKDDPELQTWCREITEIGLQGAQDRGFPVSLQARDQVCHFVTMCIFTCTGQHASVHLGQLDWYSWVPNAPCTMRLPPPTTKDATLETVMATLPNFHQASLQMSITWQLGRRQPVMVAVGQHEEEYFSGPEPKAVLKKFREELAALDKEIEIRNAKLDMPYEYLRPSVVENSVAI
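Inhibition is scored from a chromogenic endpoint. After 15 min enzyme-compound contact, arachidonic acid (50 uM final) reacts 6 min with 40 nM 15hLO-1 at room temperature, then Fe-XO reagent is added for 30 min and absorbance ratio recorded.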
UbGFP stabilizer: inhibits proteasome, raising ubiquitin-GFP reporter fluorescence | Ubiquitin-GFP reporter cells, proteasome inhibition, GFP fluorescence; response scale: untreated = 0%, 10 µM MG-132 = 100% | Potency, µM (doses to about 45.9 µM), inactives show top-dose activation (GFP accumulation), usual class: activators | 67,000 tested, under 10 active; active means well fitted activation curve with a large enough effect, not every such curve was filed as active; inconclusive means small, poorly fitted or top-dose-only effect, or another doubt; inactive means no such curve, though single readings can be large or run the other way; further: potency means the concentration at half of the fitted maximal effect
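Proteasome blockade was scored as a rise in GFP-expressing U2OS cells carrying a ubiquitin(G76V)-GFP construct, imaged after 4 hr compound treatment at 37 °C across a 46 uM–2.9 nM series.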
Fluorescein fluor: compound fluoresces in the fluorescein spectral region. AID 593. max fluorescein-equivalent concentration, M. Compound autofluorescence, 480/540 nm, fluorescein-equivalent; active compounds read high. actives 0.91% (n = 59,000); in the data active means max fluorescein-equivalent concentration above about 10 nM; inconclusive means between about 1.1 nM and that limit
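Compounds (23 nL) in 100 mM Tris pH 8.0, 15 min at room temperature, then fluorescence read at 480 nm excitation/540 nm emission. Signal converted to fluorescein-equivalent concentration from an on-plate fluorescein standard curve.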
4-MU autofl: compounds fluorescent in 4-MU spectral region. compound autofluorescence, 340/450 nm, 4-MU equivalents; active compounds read high. max dye-equivalent concentration, M. actives 11% (n = 59,000). AID 589; in the data active means max dye-equivalent concentration above about 10 nM; inconclusive means mostly about 1.1 nM to 9.6 nM
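Compounds in 100 mM Tris, pH 8.0, incubated 15 min at room temperature, then fluorescence read at 340 nm excitation/450 nm emission. Signal converted to 4-MU dye-equivalent concentration using an on-plate six-point 4-MU standard curve.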
HADH2 inhib: HADH2 (human) dehydrogenase inhibition | recombinant HADH2, NADH fluorescence, beta-hydroxybutyryl-CoA | Potency, µM (titrated, usually from 57.1 µM), for the others: top-dose activity change, negative = inhibition, most hits filed as inhibitors | actives 3.4% (n = 73,000); further: potency means the concentration at half of the fitted maximal effect; on the % scale 0 is the no-effect control and ±100 the full control effect; nearly all actives have a fitted effect of over 60% in size; many of its hits are not listed in these tables
Target sequence (Q99714 whole entry, looked up, one chain of several): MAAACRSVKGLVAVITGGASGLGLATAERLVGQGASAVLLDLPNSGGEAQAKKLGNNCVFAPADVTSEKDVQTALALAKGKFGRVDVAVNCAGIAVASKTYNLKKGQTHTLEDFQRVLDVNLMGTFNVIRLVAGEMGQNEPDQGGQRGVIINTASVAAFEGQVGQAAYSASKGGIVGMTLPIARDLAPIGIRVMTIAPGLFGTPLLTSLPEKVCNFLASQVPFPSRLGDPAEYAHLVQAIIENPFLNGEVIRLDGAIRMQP
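Activity measured as NADH fluorescence gain (360/450 nm), taken as the change between first and last reads of a 4-min kinetic run. Conditions: pH 9.0 Tris buffer, 20 nM E. coli-expressed His-tagged enzyme, 1 mM NAD+, 90 uM beta-hydroxybutyryl-CoA; 15-min compound preincubation.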
TexasRed autofl: compounds fluorescent in Texas Red spectral region | Compound fluorescence, Texas Red channel, 547/618 nm; active compounds read high | max dye-equivalent concentration, M | actives 0.06% (n = 59,000); in the data active means max dye-equivalent concentration above about 10 nM; inconclusive means between about 1.1 nM and that limit
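Compound fluorescence was read after 15 min at room temperature in 100 mM Tris, pH 8.0, using 547 nm excitation and 618 nm emission across a concentration series. It was expressed as Texas Red dye-equivalent concentration from an on-plate standard curve.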
HBB splicing: alters splicing of the hemoglobin beta chain | Potency, µM (top dose mostly 46.1 µM), for the others: at the top dose activation, most hits filed as activators | HBB splicing reporter cell assay, activation; EGFP reporter with mutant IVS2-654 intron; response scale: normalised to 500 nM splice-correcting PNA | actives 0.06% (n = 65,000); further: potency means the concentration at half of the fitted maximal effect; 0% is about no effect
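HeLa cells stably expressing EGFP interrupted by mutant beta-globin intron 2 (IVS2-654), 500/well in 2% FCS. Treated with compound for 2 days at 37C. Splicing correction scored as total well GFP intensity (488 nm excitation, 500-520 nm emission); 500 nM antisense PNA served as control.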
DNA Pol III inh: DNA polymerase III holoenzyme inhibition. reconstituted DNA polymerase III holoenzyme replication, biochemical. Potency, µM (doses to about 57.1 µM), inactives show at the top dose activity change, negative = inhibition. actives 0.25% (n = 71,000); further: potency means the concentration at half of the fitted maximal effect; on the % scale 0 is the no-effect control and ±100 the full control effect
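Reconstituted *E. coli* holoenzyme (0.35 nM Pol III, 1 nM beta, 154 nM SSB, 2 nM primase) was preincubated with compound for 15 min at RT. Synthesis on 1.4 nM ssM13Gori ran 35 min, then was stopped with PicoGreen/EDTA and read as dsDNA fluorescence.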
Active calls of the source: *; i = inactive; ? = inconclusive; . = no result given; [ ] = another dose, or the depositor's remark. Unless noted, the call rests on the fitted dose curve; in most records, active means well fitted curve in the direction sought with a large enough effect; inconclusive means small, poorly fitted or top-dose-only effect, or another doubt; inactive means no such curve, though single readings can be large; an effect the other way counts as inactive or inconclusive.

SMILES	Rhodamine fluor	Epigenetic mod	Hsp90 Hop PPI	15-hLO inh	UbGFP stabilizer	Fluorescein fluor	4-MU autofl	HADH2 inhib	TexasRed autofl	HBB splicing	DNA Pol III inh
Cc1nc2ccccc2n1CC(O)Cn1c(C(F)(F)F)nc2ccccc21 (stereo unspecified)	i	-1.4%	-17.0%	17.4%	-3.2%	?	i	5.8%	i	-1.5%	5.4%
O=c1cc(-c2ccc(O)cc2O)oc2ccccc12	i	-2.5%[9.22 µM]	-0.9%	5.8%[25.6 µM]	6.8%	i	i	-12.2%	i	.	-4.8%
c1ccc2c(CSCc3cccc4ccccc34)cccc2c1	i	-1.2%[9.22 µM]	15.9%[11 µM]	-3.4%[11.4 µM]	3.1%[9.17 µM]	?	i	10.2%[11.4 µM]	i	0.6%[9.22 µM]	-3.6%[11.4 µM]
CCOC(=O)c1cccc(NC(=O)C2CCN(S(=O)(=O)c3cnc[nH]3)CC2)c1	.	-2.8%	1.0%	5.1%	-3.3%	.	.	4.9%	.	0.3%	-1.8%
O=C(O)CCCNS(=O)(=O)c1ccc(NCc2ccccc2)c(C(=O)O)c1	i	0.0%	-0.7%	-0.4%	-2.9%	?	2.02e-08M*	-1.0%	i	-0.1%	-11.7%
Cc1c(C#N)c2ccccc2n1CC(=O)N1CCCC1	i	-3.0%	5.3%	4.5%	-4.5%	i	i	9.7%	i	.	-3.9%
Cc1ccnc(SCCn2c(N3CC(C)CC(C)C3)nc3c2c(=O)n(C)c(=O)n3C)n1 (stereo unspecified)	i	3.8%	-7.2%	19.2%	1.7%	i	i	-1.8%	i	6.7%[0.369 µM]	-10.2%
O=C(Cc1c[nH]c2ccccc12)NCc1ccc2c(c1)OCO2	i	-2.3%	-1.7%	-0.6%	-2.1%	i	i	-13.3%	i	0.2%[57.5 µM]	3.6%
O=C(/C=C\c1ccc(O)c(O)c1)OCCc1ccccc1	i	-0.1%	?	0.794µM*	1.0%	?	?	12.6µM*	i	0.7%	-2.0%
COc1ccc2c(c1)c1ncnc(N3CCN(Cc4ccc5c(c4)OCO5)CC3)c1n2C	i	-2.1%	-0.5%	2.8%	.	i	1.45e-07M*	-1.0%	i	2.6%[0.369 µM]	-1.2%
CCOc1ccccc1-c1nc(SCC(=O)O)n[nH]1	.	1.5%	-4.2%[11 µM]	-0.3%[11.4 µM]	7.5%[9.17 µM]	.	.	-0.3%[11.4 µM]	.	-0.7%[0.0738 µM]	-6.2%[11.4 µM]
Cn1c(NC(=O)C2CCCO2)cc(=O)n(C)c1=O (stereo unspecified)	.	0.0%	-3.8%	3.1%	0.0%	.	.	-4.4%	.	-0.6%	1.9%
COc1ccccc1C1/C(=C(/O)c2ccc(OC(C)C)cc2)C(=O)C(=O)N1c1cc(C)on1 (stereo unspecified)	i	2.2%[20.6 µM]	.	.	.	?	i	.	i	.	.
COC(=O)c1ccccc1NC(=O)c1ccc2c(c1)C(=O)N(Cc1ccco1)C2=O	i	4.5%	-3.4%	-0.7%	-4.4%	i	4.46e-08M*	-20.5%	i	0.2%	0.6%
O=C(O)CC(C(=O)OCCOc1ccccc1)N1CCOCC1 (stereo unspecified)	i	-3.7%[20.6 µM]	.	.	.	i	?	.	i	.	.
CC(=O)c1cc2c(cc1NS(=O)(=O)c1ccc(C)cc1)OCCO2	i	1.6%	-2.8%	-5.4%	-2.9%	i	?	8.2%	i	-0.7%	-0.7%
COc1ccc(-c2ccc(=O)n(CC(=O)NCc3ccco3)n2)cc1	i	5.7%	-4.6%	-6.0%	-1.6%	i	i	2.1%	i	-2.0%	-2.0%
COC(=O)c1ccc(CSc2nnc(CNC(=O)c3cccs3)o2)o1	i	2.4%	-10.6%	2.5%	2.8%	i	i	-10.5%	i	-1.4%	-1.9%
Cn1c(=O)c2c(ncn2CCCNC2=CC(C)(C)CC(=O)C2)n(C)c1=O	i	-3.2%	-4.4%	5.2%	1.4%	?	i	2.6%	?	-1.4%	-3.7%
O=S(=O)(NCCOCC(F)(F)C(F)F)c1ccc2oc3ccccc3c2c1	i	0.0%	7.1%	-15.7%	0.9%	i	i	-6.0%	i	-0.3%	3.8%
Cc1ccc(C)c(OCCCC(=O)Nc2ccc(N3CCOCC3)cc2)c1	i	2.1%	-4.9%	?	-9.0%	i	i	-13.4%	i	-0.6%	-2.0%
Cc1nc(NCCNC(=O)c2ccco2)c2c(C)c(C)sc2n1	i	-1.2%	-0.2%	-4.0%	0.6%	?	?	23.0%	i	-8.4%	-1.9%
O=C(COc1cc(Cl)ccc1Cl)Nc1nnc(CC(=O)N2CCOCC2)s1	i	1.6%	-4.4%	-7.9%	5.3%	i	i	-5.7%	i	0.1%	-1.6%
COc1ccc(CCNC(=O)C2CC(=O)N(c3ccccc3)C2)cc1OC (stereo unspecified)	.	-1.5%	-4.2%[11 µM]	-4.9%[11.4 µM]	?	.	.	-3.3%[11.4 µM]	.	1.3%[0.0738 µM]	7.4%[11.4 µM]
COc1cc2c(cc1OC)C(c1cc(OC)c(OC)c(OC)c1)NCC2 (stereo unspecified)	i	6.5%	3.2%	4.9%	6.7%	i	i	10.3%	i	2.1%	-3.2%

Laid out differently: entries from further up
SMILES,Rhodamine fluor,Epigenetic mod,Hsp90 Hop PPI,15-hLO inh,UbGFP stabilizer,Fluorescein fluor,4-MU autofl,HADH2 inhib,TexasRed autofl,HBB splicing,DNA Pol III inh
CCOC(=O)c1cccc(NC(=O)C2CCN(S(=O)(=O)c3cnc[nH]3)CC2)c1,.,-2.8%,1.0%,5.1%,-3.3%,.,.,4.9%,.,0.3%,-1.8%
O=C(O)CC(C(=O)OCCOc1ccccc1)N1CCOCC1 (stereo unspecified),i,-3.7%[20.6 µM],.,.,.,i,?,.,i,.,.

Next structures.
SMILES	Rhodamine fluor	Epigenetic mod	Hsp90 Hop PPI	15-hLO inh	UbGFP stabilizer	Fluorescein fluor	4-MU autofl	HADH2 inhib	TexasRed autofl	HBB splicing	DNA Pol III inh
CC(C)(C)NS(=O)(=O)c1ccc2nc(NC(=O)Cc3cccs3)sc2c1	i	-4.9%	1.0%	-13.9%	4.0%	i	i	-4.7%	i	1.6%	6.0%
Cc1ccc2[nH]c(=O)c3cc(C(=O)N(C)Cc4ccco4)sc3c2c1	.	0.0%	?	-28.6%	-3.1%	.	.	?	.	0.4%	-14.8%
CC(C)(CNC(=O)C1CCCC1)CNC(=O)C1CCCC1	i	-0.1%	-5.4%	0.4%	0.0%	i	i	?	i	2.4%	-0.7%
O=C(c1ccco1)N1CCN(CC(=O)N(C2CCCCC2)C2CCS(=O)(=O)C2)CC1 (stereo unspecified)	i	-1.0%	-2.4%	11.2%	1.0%	i	i	4.4%	i	2.7%[57.5 µM]	-2.1%
O=C(c1coc2ccc(O)cc12)C1CC1	.	-3.7%	-5.2%	-0.7%	23.6%	.	.	-6.8%	.	-1.8%	0.6%
O=C(c1ccc2c(c1)OCO2)N1CCCC(c2ccccc2)C1 (stereo unspecified)	i	1.3%	-3.9%	-4.1%	1.3%	i	i	6.2%	i	.	-1.1%
O=C1C=C(NCCN2CCOCC2)CC(c2ccccc2)C1 (stereo unspecified)	i	2.2%	-5.3%	5.9%	18.2%	i	i	-0.8%	?	0.6%	-2.2%
O=C(CCCOc1ccccc1)Nc1nnc(C2CCCO2)s1 (stereo unspecified)	i	-1.7%	-1.4%	3.4%	-3.7%	i	i	?	i	.	-2.2%
O=C1CC(N2CCN(c3ccc(O)cc3)CC2)C(=O)N1Cc1cccs1 (stereo unspecified)	i	-2.0%	-4.7%	12.6µM*	7.0%	?	i	?	i	1.4%	-5.0%
CC1CCN(S(=O)(=O)c2ccc(NC(=O)Cn3nnc(-c4ccccc4)n3)cc2)CC1	i	13.2%	-2.8%	-13.5%	5.9%	i	i	9.9%	i	-0.1%[57.5 µM]	-1.0%
COc1cc(C(=O)NC2CC3CCCC(C2)N3C2CC2)cc(OC)c1OC (stereo unspecified)	i	-3.8%	-1.4%	7.2%	-0.5%	i	i	29.4%	i	.	-4.2%
COc1cccc(-c2cc(C(=O)Nc3cccc(O)c3)no2)c1	i	-2.8%	?	-15.4%	-1.0%	i	i	3.1%	i	-2.3%	-4.8%
COc1ccc(N2CCN(c3nc4c(c(=O)n(C)c(=O)n4C)n3CCCc3ccccc3)CC2)cc1	i	6.4%	-5.6%	11.7%	5.2%	?	i	13.6%	i	-0.2%[57.5 µM]	-4.6%
CCN(CC)S(=O)(=O)c1cccc(-c2nc3n(n2)Cc2ccccc2-3)c1	i	-1.0%	-2.5%	-7.5%	-1.0%	?	i	-2.3%	?	-1.6%	-8.3%

The list is partial, so the mix of outcomes need not match the whole.
